Anesthetic bind: candidate novel general anesthetic via apoferritin binding | P02791 | apoferritin/1-aminoanthracene competitive binding, fluorescence | Potency, µM (top dose mostly 77.5 µM), for the others: top-dose activity change, negative = displacement, hits mostly inhibitors | hit rate 0.074% among 350,000; note: potency is the fitted concentration of half-maximal effect; % is set by controls: 0 for no effect and ±100 for the full control effect; nearly all actives have a fitted effect of over 20% in size
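Horse-spleen apoferritin (10 uM) in 50% saturated 1-aminoanthracene in PBS was incubated 10 min at room temperature with compound. Fluorescence (ex 380, em 535 nm) was normalized to free and bound 1-AMA, with concentration-response fitted by a four-parameter Hill equation.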
PGK inhibitor: blocks T. brucei phosphoglycerate kinase | P07378 | hit rate 0.043% among 380,000 | Potency, µM (titrated, usually from 57.5 µM), without a hit: at the highest dose activity change, negative = inhibition, usual class: inhibitors | PGK/GAPDH coupled, Kinase-Glo luminescence, 60 min; note: potency is the fitted concentration of half-maximal effect; % is set by controls: 0 for no effect and ±100 for the full control effect; nearly all actives have a fitted effect of over 60% in size
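Luminescent ATP detection (Kinase-Glo Plus) follows a 60-minute room-temperature incubation, with wells lacking PGK as controls. Buffer: 100 mM TEA (pH 7.6), 5 mM MgCl2, 0.01% Tween-20. Coupling enzyme GAPDH (100 nM final) supplies unstable 1,3-BPG in-well.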
Pol beta inh: DNA polymerase beta (human) inhibition | AID 485314 | hit rate 1.3% among 340,000 | Pol beta primer extension/strand displacement, fluorescence kinetic | Potency, µM (titrated, usually from 114 µM), for inactives: at the highest dose activity change, negative = inhibition, actives largely listed as inhibitors; note: potency is the fitted concentration of half-maximal effect; % is set by controls: 0 for no effect and ±100 for the full control effect
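Preincubation: enzyme (10 nM) with compound, 15 min, RT. Reaction: substrate added to 50 nM final. Reads: 0 and 10 min. Analysis: normalized, Hill fit.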
Pol iota inh: DNA polymerase iota (human) inhibition. Pol iota fluorescent replication assay, 10 min. Potency, µM (doses to about 115 µM), for the others: top-dose activity, negative = inhibition, most hits filed as inhibitors. hit rate 1% among 390,000. AID 588590; note: potency is the fitted concentration of half-maximal effect
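Fluorescent replication assay read twice, at 0 min and 10 min after adding 50 nM (final) substrate. Enzyme (10 nM) and compounds were first incubated 15 min at room temperature; enzyme-free buffer wells were negative controls.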
APEX1 inh: blocks human APE1 abasic DNA cleavage. hit rate 0.35% among 350,000. Potency, µM (highest dose often 65.8 µM), without a hit: at the highest dose activity change, negative = inhibition, actives largely listed as inhibitors. AID 2517. recombinant APE1, TAMRA/BHQ-2 abasic DNA cleavage fluorescence;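 note: potency is the fitted concentration of half-maximal effect; plate controls were vehicle for no effect and reference inhibitor for full effect; nearly all actives have a fitted effect of over 55% in size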
Target sequence (P27695 whole entry, looked up): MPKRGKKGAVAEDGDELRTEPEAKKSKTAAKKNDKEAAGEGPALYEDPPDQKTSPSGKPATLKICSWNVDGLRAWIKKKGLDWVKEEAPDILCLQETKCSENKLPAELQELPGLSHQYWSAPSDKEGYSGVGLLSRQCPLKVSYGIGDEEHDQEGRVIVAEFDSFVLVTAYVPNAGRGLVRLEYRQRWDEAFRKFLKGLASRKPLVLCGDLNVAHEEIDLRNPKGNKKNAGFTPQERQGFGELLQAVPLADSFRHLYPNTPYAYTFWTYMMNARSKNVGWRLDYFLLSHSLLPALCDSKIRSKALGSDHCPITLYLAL
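Endonuclease cleavage of a quenched abasic-site DNA duplex (50 nM) by APE1 (0.75 nM) was tracked by TAMRA dequenching. Compounds were preincubated with enzyme 15 min at room temperature; data normalized to buffer-only and DMSO wells plus NSC13755 control.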
POLH inh: blocks human DNA polymerase eta activity; Q9Y253; recombinant Pol eta, fluorescent DNA replication assay; Potency, µM (highest dose often 114 µM), for the others: at the top dose activity change, negative = inhibition, hits mostly inhibitors; hit rate 1.2% among 390,000; AID 588591; note: potency is the fitted concentration of half-maximal effect; % is set by controls: 0 for no effect and ±100 for the full control effect
Target sequence (Q9Y253 whole entry, looked up): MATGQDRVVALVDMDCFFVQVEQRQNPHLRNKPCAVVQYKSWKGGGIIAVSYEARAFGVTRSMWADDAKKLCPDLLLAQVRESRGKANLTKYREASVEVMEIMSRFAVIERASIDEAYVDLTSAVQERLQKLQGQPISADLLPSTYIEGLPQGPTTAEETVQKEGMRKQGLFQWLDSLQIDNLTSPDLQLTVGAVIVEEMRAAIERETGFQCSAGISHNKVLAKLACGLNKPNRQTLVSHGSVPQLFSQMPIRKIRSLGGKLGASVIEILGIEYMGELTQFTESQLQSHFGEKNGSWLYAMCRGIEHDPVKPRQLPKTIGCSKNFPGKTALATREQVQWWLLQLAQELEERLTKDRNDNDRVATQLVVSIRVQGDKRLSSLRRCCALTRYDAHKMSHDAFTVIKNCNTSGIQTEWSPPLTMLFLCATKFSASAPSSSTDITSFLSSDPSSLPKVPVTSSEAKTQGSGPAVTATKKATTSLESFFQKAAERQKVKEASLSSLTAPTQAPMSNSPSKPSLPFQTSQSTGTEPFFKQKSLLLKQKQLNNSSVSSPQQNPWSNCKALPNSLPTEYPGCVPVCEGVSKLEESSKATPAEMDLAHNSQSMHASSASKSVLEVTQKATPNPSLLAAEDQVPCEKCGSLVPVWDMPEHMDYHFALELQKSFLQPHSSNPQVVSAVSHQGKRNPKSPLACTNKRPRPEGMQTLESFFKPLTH
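Pol eta (10 nM) was preincubated with compounds for 15 min at room temperature, after which fluorescent replication substrate (50 nM final) was added to start the reaction. Fluorescence was read kinetically at 0 and 10 min.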
BLM helicase inh: blocks DNA unwinding by human BLM helicase. recombinant BLM DNA unwinding, fluorescence dequenching. Potency, µM (highest dose often 56.1 µM), for inactives: at the top dose activity change, negative = inhibition, actives largely listed as inhibitors. hit rate 0.2% among 350,000;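 note: potency is the fitted concentration of half-maximal effect; plate controls were vehicle for no effect and no enzyme for full effect; nearly all actives have a fitted effect of over 35% in size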
Pol kappa inh: inhibitors of human DNA polymerase kappa; Q9UBT6; hit rate 0.53% among 400,000; AID 588579; Potency, µM (top dose mostly 107 µM), for inactives: at the highest dose activity, negative = inhibition, actives largely listed as inhibitors; purified Pol kappa, fluorescent DNA synthesis assay, 10 min; note: potency is the fitted concentration of half-maximal effect; % is set by controls: 0 for no effect and ±100 for the full control effect
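First, compounds were pin-transferred onto 10 nM Pol kappa. After 15 min at room temperature, substrate was added to 50 nM final. Fluorescence was then measured kinetically at 0 and 10 min.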
RXFP1 antagonist: RXFP1 (human) relaxin receptor antagonism; Q9HBX9; HEK293-RXFP1, relaxin-stimulated cAMP HTRF, 30 min; active compounds read low; activity change, negative = inhibition, % at 57.5 µM; AID 1259400; hit rate 0.59% among 350,000;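 active = activity change of -60% or lower, but not beyond a set lower limit; inconclusive = change between -60% and -40%, or beyond the set limit; inactive = change above -40%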; note: % is set by controls: 0 for no effect and ±100 for the full control effect
Starred values were filed as active, the others as inactive; i = inactive; u = inconclusive; x = no result given; [ ] = another dose, or the depositor's remark. Unless noted, calls come from the whole dose curve; as a rule, active = well fitted curve in the direction sought with a large enough effect; inconclusive = small, poorly fitted or top-dose-only effect, or another doubt; inactive = no such curve, though single readings can be large; an effect the other way counts as inactive or inconclusive.

SMILES	Anesthetic bind	PGK inhibitor	Pol beta inh	Pol iota inh	APEX1 inh	POLH inh	BLM helicase inh	Pol kappa inh	RXFP1 antagonist
CS(=O)(=O)c1cccc(C(=O)NC(c2ccccc2)c2ccccc2)c1	-13%	-9%	42%	7%	0%	-18%	-6%	-8%	6
CC(OC(=O)c1cnc2ccccc2n1)c1ccccc1Cl (stereo not drawn)	-22%	i	-20%	60%[activator]	-12%	-21%	-8%	6%	-27
COc1ccc(-n2cnc3cc(NCc4ccccn4)ccc32)cc1	-23%	-3%	23%	31%[activator]	2%	-5%	-2%	-17%	5
Cc1ccc2cc(C#N)c(N3CCCN(C(=O)C4CCCO4)CC3)nc2c1 (stereo not drawn)	3%	4%	31%	36%[activator]	-2%	0%	0%	-11%	-9
CCN(C(=O)Cc1c(C(=O)O)c(C)cn1C)c1cccc(Cl)c1	-10%	-4%	29%	-2%	x	-3%	-1%	-1%[60.1 µM]	0
O=C1CN(C(=O)N[C@@H](Cc2ccccc2)C(=O)N[C@@H](Cc2ccccc2)C(=O)O)c2ccccc2N1	-4%	-5%	7%	-11%	-9%	-11%	-1%	-9%	19
O=C(CSc1ncnc2sccc12)N1CCN(C(=O)c2cccs2)CC1	x	13%	x	u	-6%	u	x	-11%	1
Cn1c(=O)n(C)c(=O)n(CC(=O)N2CCCCC2)c1=O	13%	-2%	3%	14%	6%	-10%	-2%	1%	-3
O=C(Nc1ccccc1C(F)(F)F)N1CCOc2ccc(Cl)cc21	-13%	2%	u	3%	x	0%	-8%	-18%	-5
Cc1ccc(C2c3c(oc4ccccc4c3=O)C(=O)N2c2nnc(C)s2)cc1 (stereo not drawn)	4%	-7%	u	14%	x	-18%	1%	-2%[60.1 µM]	-9
O=[N+]([O-])c1cc(CN2CCCC2)ccc1Sc1ccc(Cl)cc1	-23%	i	-1%	36%[activator]	1%	-19%	0%	0%	-19
CS(=O)(=O)N1CCN(C(=O)c2cc(-c3cccnc3)nc3ccc(Cl)cc23)CC1	3%	i	-4%	83%[activator]	11%	-14%	5%	3%	4
Cc1cccc(OCCSc2nc3ccccc3n2CC(=O)N2CCOCC2)c1	-4%	x	-8%	9%	x	x	0%	1%	5
COCCCn1c2nc3ccccc3nc2c2c(=O)n(Cc3ccc(Cl)cc3)c(C)nc21	-8%	x	0%	x	2%	x	-1%	x	x
O=C(CN1CCN(S(=O)(=O)c2cccc(Cl)c2)CC1)NCC1(N2CCOCC2)CCCCC1	x	i	x	25%	12%	-15%	x	19%	-1
O=C(Nc1ccccc1C(F)(F)F)c1ccc2nccnc2c1	-8%	0%	-14%	11%	-5%	-16%	-4%	9%	1
Cc1ccc(/C=C/C(=O)O)cc1S(=O)(=O)NC1CCS(=O)(=O)C1 (stereo not drawn)	0%	6%	-21%	-11%	-2%	-3%	3%	-3%	-24
Cc1csc(Nc2ccccc2)[n+]1-c1ccccc1	u	1%	u	50%[activator]	-4%	-1%	-6%	-8%	-17
COc1ccc(N2CCN(C(=O)CCc3nnc4ccc(N5CCOCC5)nn34)CC2)cc1	-3%	5%	16%	40%[activator]	-3%	1%	0%	-12%	30
COc1ccc(OC)c(Nc2ncnc3c2nc2n3CCCC2)c1	-1%	0%	13%	25%	x	-11%	0%	3%	1
CCc1ccc(-n2c(=O)c3c4c(sc3n(CC(=O)NC(C)CC)c2=O)CCCC4)cc1 (stereo not drawn)	-4%	3%	37%	-10%	x	-6%	-5%	-7%	x
O=C(Cn1cnc2c(oc3ccccc32)c1=O)N1CCCC1	0%	9%	-28%	109%[activator]	5%	-7%	-6%	-2%	-20
Cc1ccc(Cl)cc1NC(=O)CCNC(=O)N1CC(=O)Nc2ccccc21	-7%	1%	37%	13%	-12%	-25%	2%	11%	-6
COc1cccc(N2CC(C(=O)Nc3nnc(SCC(=O)NCc4ccco4)s3)CC2=O)c1 (stereo not drawn)	-13%	-6%	u	40µM*	-12%	32µM*	-19%	u	0

Profiles as entered above. Values in the order: Anesthetic bind, PGK inhibitor, Pol beta inh, Pol iota inh, APEX1 inh, POLH inh, BLM helicase inh, Pol kappa inh, RXFP1 antagonist
Cc1ccc(/C=C/C(=O)O)cc1S(=O)(=O)NC1CCS(=O)(=O)C1 (stereo not drawn) is entered as 0%, 6%, -21%, -11%, -2%, -3%, 3%, -3%, -24
COCCCn1c2nc3ccccc3nc2c2c(=O)n(Cc3ccc(Cl)cc3)c(C)nc21 is entered as -8%, x, 0%, x, 2%, x, -1%, x, x
O=C(CN1CCN(S(=O)(=O)c2cccc(Cl)c2)CC1)NCC1(N2CCOCC2)CCCCC1 is entered as x, i, x, 25%, 12%, -15%, x, 19%, -1
Cc1cccc(OCCSc2nc3ccccc3n2CC(=O)N2CCOCC2)c1 is entered as -4%, x, -8%, 9%, x, x, 0%, 1%, 5

Additional compounds:
SMILES	Anesthetic bind	PGK inhibitor	Pol beta inh	Pol iota inh	APEX1 inh	POLH inh	BLM helicase inh	Pol kappa inh	RXFP1 antagonist
Cc1nc2ccccc2c(=O)n1NC(=O)/C=C/c1ccccc1	-3%	-10%	-1%	61%[activator]	-1%	-3%	4%	-3%	5
COCCn1c(CN2CCN(C(c3ccccc3)c3ccccc3)CC2)nc2c1c(=O)n(C)c(=O)n2C	8%	-9%	5%	-3%	-9%	-20%	-1%	3%	-6
Cc1cc(NC(=O)CSc2nnnn2-c2ccc(F)cc2)no1	-1%	3%	1%	-13%	41%[activator]	-1%	-4%	-4%	-9
O=C(CCCCCn1c(=O)c2sccc2n(CC(=O)Nc2ccccc2F)c1=O)NCc1ccc2c(c1)OCO2	-1%	-7%	2%	1%	x	2%	-6%	3%	-2
CCOc1cc(N2CCOCC2)c(OCC)cc1NC(=O)CSc1ncccn1	-3%	0%	4%	65%[activator]	-1%	-21%	-4%	-4%	-33
Fc1ccc(CNc2cnccn2)cc1	u	-7%	20%	1%	4%	-9%	-3%	-1%	9
O=C(NCc1ccncc1)NC12CC3CC(CC(C3)C1)C2	-21%	2%	17%	72%[activator]	9%	-12%	-12%	-5%	5
CC(=O)c1cccc(NC(=O)c2ccc(C)o2)c1	-2%	i	7%	5%	16%	-5%	-1%	2%	-5
C#CCOCCOCCOCCNc1nc(N2CCN(C(=O)C([C@@H](C)O)n3cc([C@@H](N)CCCCN)nn3)CC2)nc(N2CCN(C(=O)[C@H](CCCCN)n3cc([C@@H](N)[C@H](C)CC)nn3)CC2)n1 (stereo partly drawn)	x	i	x	10%	43%	-1%	x	20%	x
CCc1cc2c(=O)c(-c3nc(C)cs3)coc2cc1OC(C)C(=O)NCCO (stereo not drawn)	-11%	-3%	10%	33%[activator]	-3%	9%	-9%	-5%	1
CCN(CC)C(=O)Cn1cc(SCC(=O)Nc2ccccc2C)c2ccccc21	-17%	-7%	4%	16%	x	5%	1%	1%	-13
O=C(NCCCN1CCN(c2ccccc2)CC1)Nc1ccccc1C(F)(F)F	-6%	-10%	10%	3%	-5%	-15%	2%	1%	-6
NC1=NC(=O)C(Cc2ccc(Br)cc2)S1 (stereo not drawn)	-11%	-4%	-16%	-7%	30%	1%	1%	2%	-9
Cc1ccc(S(=O)(=O)/C(C#N)=C/c2c(N3CC(C)OC(C)C3)nc3c(C)cccn3c2=O)cc1 (stereo not drawn)	u	-3%	-2%	16%	-3%	1%	-14%	-8%	-1
CCCN(CCC)S(=O)(=O)c1ccc(N2CCCCS2(=O)=O)cc1	-9%	-9%	26%	-12%	x	2%	-2%	-9%[60.1 µM]	1
CN(CCc1ccccc1)C(=O)c1ccc(NC(=O)Cc2ccc(NC(=O)C3CCCN(C(=O)C4CCC4)C3)cc2)cc1 (stereo not drawn)	x	-3%	x	24%	x	-22%	x	7%	x
Cc1cc(NC(=O)c2ccccc2O)nc(C)n1	-1%	-7%	-8%	126%[activator]	16%	-8%	-1%	-12%	5
CC(=O)c1ccc(NC(=O)CSc2nc(=O)cc(N)n2-c2ccccc2)cc1	-4%	-4%	1%	-16%	-1%	1%	-3%	5%	9
Cc1ccc(NC(=O)C2C3C=CC(O3)C2C(=O)O)cc1C (stereo not drawn)	u	-3%	2%	-24%	24%	-12%	-3%	-17%	6
N#CCCN(C(=O)CSc1nnc(-c2ccncc2)n1C1CC1)c1ccccc1	x	-4%	x	31%[activator]	29%	-21%	x	-18%	-2
CS(=O)(=O)N(CC(=O)Nc1ccccc1C(=O)N1CCCC1)c1ccccc1Br	-20%	-4%	28%	23%	11%	-7%	-11%	0%	-1
COc1ccccc1NC(=O)CSc1nc2n[nH]c(C)c2c(=N)n1-c1ccccc1Cl	-14%	-7%	u	-10%[58.9 µM]	-9%	-12%	-1%	-7%	18
CCCN1CNc2c(c(=O)[nH]c(=S)n2-c2ccc(Cl)cc2)C1	-1%	-5%	13%	87%[activator]	6%	-10%	-3%	9%	-5
Cc1cc(=O)oc2c1c(C(F)(F)F)nn2-c1ccccc1	-7%	-3%	2%	-6%	4%	-11%	-2%	2%	0
CN(C(=O)COC(=O)c1ccccc1SCC(=O)NC1CCCCCCC1)C1CCS(=O)(=O)C1 (stereo not drawn)	-4%	-10%	-29%	0%	-2%	-16%	3%	-6%	-5
CC(=O)N1CCCc2cc(S(=O)(=O)NC(C(=O)NC(C)c3ccccc3)C(C)C)ccc21 (stereo not drawn)	-6%	5%	6%	14%	5%	4%	-2%	-4%	-2
CC1=NN(C(=O)c2ccccc2Br)C(O)(c2ccc(Cl)cc2)C1 (stereo not drawn)	-13%	-7%	57%	7%	2%	-16%	-7%	-7%	4
CCC(C)N1C(=O)C2C(C(=O)Nc3cccc(OC)c3)C3C=CC2(O3)C1C(=O)NC1CCCCC1C (stereo not drawn)	-13%	-9%	-1%	-45%[58.9 µM]	9%	5%	-3%	-22%	3
CC(C)NC(=O)CN1C(=O)c2cccc3cccc1c23	4%	4%	10%	38%[activator]	18%	-4%	0%	-4%	4
Nc1nc(-c2cccs2)c(NC(=O)c2ccccc2)s1	-11%	-7%	4%	34%[activator]	1%	-6%	-5%	-9%	-23
COc1ccc(C(CNC(=O)Cc2cccs2)N(C)C)cc1 (stereo not drawn)	3%	-1%	0%	0%	49%	-6%	-4%	-10%	-4

Bioassay records from PubChem BioAssay.

These rows are one share of the data; the hit share may differ from the screen's.
